From PubChem BioAssay
FUS yeast rescue: qHTS for Suppressors of FUS Proteinopathy: Primary screen using FUS-linked yeast assay; S. cerevisiae FUS-expressing, growth rescue, OD600, 24 h; Potency, µM (top dose mostly 76.6 µM), for inactives: top-dose growth rescue (activation), most hits filed as activators; 390,000 tested, 0.24% active; AID 1347120, 2019;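 further: potency means the concentration at half of the fitted maximal effect; plate controls were DMSO vehicle for no effect and reference control for full effect; nearly all actives have a fitted effect of over 55% in size; some results filed as inactive show a strong effect at the top dose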
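Yeast FUS proteinopathy model; galactose-induced FUS (2%), starting OD 0.005. Cpds in dilution series, 24hr, 30C, 99% humidity. Abs 600 nm growth. Pos ctrl CP55940 (top 92uM final); neg ctrl DMSO.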
EPAC1 ag: qHTS for Agonist of cAMP-regulated guanine nucleotide exchange factor 3 (EPAC1): primary screen. EPAC1 agonist qHTS, biochemical assay; response scale: 100% = response to 6.5 mM cAMP. Potency, µM (titrated, usually from 154 µM), for inactives: top-dose activation, actives largely listed as activators. 360,000 tested, 0.073% active; further: potency means the concentration at half of the fitted maximal effect; nearly all actives have a fitted effect of over 60% in size
Target sequence (O95398 whole entry, looked up): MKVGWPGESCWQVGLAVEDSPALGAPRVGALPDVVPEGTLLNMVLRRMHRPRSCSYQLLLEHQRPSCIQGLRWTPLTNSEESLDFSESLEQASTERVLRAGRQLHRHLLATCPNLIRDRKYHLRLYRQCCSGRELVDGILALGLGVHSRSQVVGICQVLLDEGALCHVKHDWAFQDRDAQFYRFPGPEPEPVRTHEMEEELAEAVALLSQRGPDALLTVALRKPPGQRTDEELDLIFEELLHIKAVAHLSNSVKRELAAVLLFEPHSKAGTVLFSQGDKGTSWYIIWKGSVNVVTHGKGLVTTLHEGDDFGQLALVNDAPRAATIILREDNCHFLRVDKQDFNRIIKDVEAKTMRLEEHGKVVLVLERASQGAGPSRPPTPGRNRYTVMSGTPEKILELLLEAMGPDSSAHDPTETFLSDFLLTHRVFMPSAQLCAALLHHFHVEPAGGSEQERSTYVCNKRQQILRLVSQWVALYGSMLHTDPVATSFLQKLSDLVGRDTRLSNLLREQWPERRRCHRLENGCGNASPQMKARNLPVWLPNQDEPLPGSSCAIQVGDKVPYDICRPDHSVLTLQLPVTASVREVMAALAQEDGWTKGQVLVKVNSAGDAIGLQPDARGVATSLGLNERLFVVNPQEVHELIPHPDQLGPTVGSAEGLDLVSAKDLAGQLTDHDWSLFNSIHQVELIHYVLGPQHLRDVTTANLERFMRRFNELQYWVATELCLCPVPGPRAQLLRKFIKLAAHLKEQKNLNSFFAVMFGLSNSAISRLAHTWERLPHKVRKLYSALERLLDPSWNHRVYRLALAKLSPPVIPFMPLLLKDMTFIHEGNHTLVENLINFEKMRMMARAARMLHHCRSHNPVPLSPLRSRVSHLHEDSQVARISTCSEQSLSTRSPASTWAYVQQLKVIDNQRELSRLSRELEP
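Compounds were pinned as a concentration titration into mixtures of EPAC1 (100 nM), BODIPY-GDP-loaded Rap1B (250 nM) and GDP (50 uM). After 5 min at room temperature, fluorescence was followed for 30 min; activity was scaled to 6.5 mM cAMP.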
WRN helicase inh: qHTS for Inhibitors of WRN Helicase; 360,000 tested, 0.46% active; Potency, µM (top dose mostly 114 µM), without a hit: top-dose activity change, negative = inhibition, actives largely listed as inhibitors; WRN helicase unwinding, fluorescent forked duplex, kinetic; AID 651768, 2012; Bifunctional 3'-5' exonuclease/ATP-dependent helicase WRN (Homo sapiens), Q14191; further: potency means the concentration at half of the fitted maximal effect; on the % scale 0 is the no-effect control and ±100 the full control effect; nearly all actives have a fitted effect of over 55% in size
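WRN at 20 nM final was preincubated with compound for 15 min at room temperature; reaction started with 100 nM forked duplex oligonucleotide carrying fluorophore and quencher plus 2 mM ATP (final). Unwinding followed kinetically by red fluorescence (ex 525/em 598 nm).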
Abeta rescue: qHTS for compounds that reverse cellular toxicity of Amyloid beta (A-beta) peptide in yeast: Primary Screen; 410,000 tested, 0.063% active; yeast expressing A-beta42, growth rescue, OD600, 48 h; response scale: 0% DMSO, 100% iron-clioquinol control; Potency, µM (highest dose often 46.1 µM), inactives show at the top dose growth rescue, actives largely listed as activators; further: potency means the concentration at half of the fitted maximal effect; nearly all actives have a fitted effect of over 55% in size
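Growth rescue measured by 600 nm absorbance after 48 h yeast culture at 30 C with compound. Values normalized between DMSO and an equimolar ferric chloride plus clioquinol control.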
IL-2 act: qHTS of IL-2 Activators. IL-2 activation reporter assay, cell-based qHTS; stimulated with anti-CD3/CD4/CD28 beads; in transgenic mouse T cells. activation, % (series mostly up to about 46 µM). 360,000 tested, 0.065% active. AID 652025, 2013; in the data active means activation above about 50%; inconclusive means mostly about 30% to 49%; further: 0% is about no effect
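First, unstimulated transgenic mouse T cells were exposed to compound for 60 min. Next, anti-CD3/anti-CD4-coated beads with anti-CD28 were added. Finally, after 18 h at 37 degrees C, EGFP and DsRed were imaged.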
aSyn yeast inh: qHTS of alpha-syn Inhibitors. Yeast expressing alpha-synuclein, growth rescue, BacTiter-Glo, 24 h. Potency, µM (highest dose often 46.1 µM), inactives show at the top dose growth rescue (activation), hits mostly activators. 370,000 tested, 0.14% active; further: potency means the concentration at half of the fitted maximal effect; % of control where 0% means no effect; nearly all actives have a fitted effect of over 65% in size
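Screening used galactose-induced yeast with toxic alpha-synuclein levels, exposed to compound for 24 hr at 30 deg C. Cell growth, read with BacTiter-Glo luminescence, gave the measured signal.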
EPAC1 antagonist: qHTS for Antagonist of cAMP-regulated guanine nucleotide exchange factor 3 (EPAC1): primary screen | Rap guanine nucleotide exchange factor 3 (Homo sapiens), O95398 | EPAC1 GEF assay, Rap1b-BODIPY-GDP exchange fluorescence | Potency, µM (doses to about 115 µM), for inactives: at the highest dose activity change, negative = inhibition, usual class: inhibitors | 360,000 tested, 0.14% active;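 further: potency means the concentration at half of the fitted maximal effect; plate controls were vehicle for no effect and positive control for full effect; nearly all actives have a fitted effect of over 50% in size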
PI5P4Ka inh: qHTS for Inhibitors of phosphatidylinositol 5-phosphate 4-kinase (PI5P4K); max response, %; Phosphatidylinositol 5-phosphate 4-kinase type-2 alpha (Homo sapiens), P48426; PI5P4Kalpha enzyme, ADP-Glo luminescence, 60 min; stronger effect = lower value; 330,000 tested, 1.2% active; active means max response of -50% or lower; inconclusive means between -30% and -50%; inactive means -30% or higher; further: value at the top dose of about 77 µM; on the % scale 0 is the no-effect control and ±100 the full control effect
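PI5P4Kalpha ADP-Glo assay; 5 microM ATP final; 60 min RT reaction; HEPES pH 7.4/EGTA/CHAPS, 5% DMSO; controls lacking substrate or enzyme; luminescent end-point.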
PLK1 PBD block: qHTS for Inhibitors of PLK1-PDB (polo-like kinase 1 - polo-box domain): Primary Screen. Serine/threonine-protein kinase PLK1 (Homo sapiens), P53350. Plk1 PBD binding of FITC phosphopeptide, fluorescence polarization. Potency, µM, without a hit: max response, negative = inhibition, usual class: inhibitors. 360,000 tested, 2.8% active. AID 720504, 2013; further: potency means the concentration at half of the fitted maximal effect; series mostly up to about 57 µM; on the % scale 0 is the no-effect control and ±100 the full control effect; nearly all actives have a fitted effect of over 65% in size
* marks the source's active call; other numbers are inactive results; ? = inconclusive; · = no result given; [ ] = dose if it differs, or a comment. Unless noted, the call rests on the fitted dose curve; in most records, active means well fitted curve in the direction sought with a large enough effect; inconclusive means small, poorly fitted or top-dose-only effect, or another doubt; inactive means no such curve, though single readings can be large; an effect the other way counts as inactive or inconclusive.

SMILES	FUS yeast rescue	EPAC1 ag	WRN helicase inh	Abeta rescue	IL-2 act	aSyn yeast inh	EPAC1 antagonist	PI5P4Ka inh	PLK1 PBD block
C/C(=N\NC(=O)c1nnn(-c2nonc2N)c1CSc1ccc(C)cc1)c1cccnc1	-6%	8%	-9%	1%	-0.1	-1%	-4%	-21	-13%
O=C(CS(=O)(=O)Cc1ccccc1)N1CCN(C(=O)c2ccco2)CC1	-1%	-6%	3%	-1%	-2.8	3%	-9%	·	-2%
CCN(CC)S(=O)(=O)c1cccc(C(=O)N/N=C(\C)c2ccc(O)cc2O)c1	16%	23%	-18%	-10%	1.3	-2%	22%	-15	120%[activator]
Cc1cc(C)cc(OCC(=O)OCC(=O)NC2CCCC2)c1	-10%	13%	-2%	3%	0.2	5%	-16%	7	-1%
Cc1ccc(Sc2nc(-c3ccccc3)nnc2C(F)(F)F)cc1	-12%	-10%	6%	11%	-2.0	-3%	6%	1	-3%
Cc1ccc2[nH]c3c(NCCN4CCOCC4)ncnc3c2c1	20%	-7%	-26%	-2%	1.6	7%	1%	4	-1%
C(=N\Nc1nnnn1-c1ccccc1)/c1ccncc1	-6%	3%	1%	10%	-2.9	-12%	3%	1	1%
Cc1cc(C)cc(N(C(=O)c2csnn2)C(C(=O)NC(C)(C)C)c2ccncc2)c1 (configuration not stated)	20%	-9%	4%	0%	0.2	-1%	11%	4	-3%
Cc1ccc(Nc2c([N+](=O)[O-])ccc3c2=NC2(CCCCC2)N=3)cc1	-14%	13%	-24%	-13%	-4.2	2%	5%	-10	-12%
NC(=S)c1ncc(C(F)(F)F)cc1Cl	-1%	2%	-5%	22%	0.8	-8%	-6%	-1	-5%
COCCNC(=O)c1ccccc1NC(=O)c1ccccc1N(C)S(C)(=O)=O	17%	-9%	1%	-9%	-0.1	5%	-4%	13	-7%
CCC(=O)NCCCc1nc(-c2ccccc2)no1	-6%	11%	13%	1%	-0.2	2%	2%	-5	-2%
Cc1ccc(Cl)cc1NC(=S)N1CCCCCC1	0%	8%	-8%	?	-0.6	-7%	-5%	-1	-6%
COc1ccc(C)cc1N(CC(=O)Nc1cccnc1)S(=O)(=O)c1ccc(C)cc1	12%	5%	-10%	8%	-1.7	11%	-13%	3	-5%
CC1CN(C(=S)Nc2cccc(Cl)c2Cl)CC(C)O1 (configuration not stated)	7%	-1%	5%	19%	0.6	3%	15%	3	-6%
O=C(c1cc(S(=O)(=O)N2CCCCC2)ccc1Cl)N1CCOCC1	17%	-1%	2%	-16%	-0.9	0%	-19%	-8	0%
CCCCCC(=O)N1C[C@H](n2cc(C3CC3)nn2)[C@@H](O)C[C@@H]1c1ccc(OC)cc1	-1%	-12%	6%	2%	-2.1	-4%	-7%	1	2%
O=C(NC(c1ccccc1)C(Cl)Cl)c1ccccc1 (configuration not stated)	5%	-9%	-1%	3%	0.9	-6%	0%	-1	1%
COc1c(C)cc(Br)cc1C(=O)NC(=S)Nc1ccc(Cl)c(C(=O)O)c1	-1%	-1%	-11%	-1%	4.3	4%	-11%	6	17µM*
Fc1ccc(CN2CC[C@H]3C=CCc4cccc(c43)C2)cc1	-25%	-10%	-5%	-8%	-0.5	0%	-13%	6	-2%
Cc1cccnc1NC(=O)c1ccco1	-15%	4%	2%	2%	-1.9	-4%	14%	7	-6%
CSc1nsc(SCC(=O)Nc2ccc(NC(C)=O)cc2)n1	-2%	2%	-23%	-2%	-2.0	5%	-29%	5	-22%
O=C(COc1ccc(Br)cc1)NCCN1CCCC1	-24%	2%	1%	-2%	-0.3	0%	-12%	-1	-13%
CC1CN(c2nnc(-c3ccccc3)c3ccccc23)CC(C)O1 (configuration not stated)	-1%	-16%	1%	0%	-0.9	2%	-16%	0	21µM*
Cc1ccc(Cn2c(SCC(=O)NCC3CCCO3)nc3c(sc4ccccc43)c2=O)cc1 (configuration not stated)	-3%	0%	6%	-1%	-1.1	-5%	7%	·	-2%
CCCn1c(SCC(=O)N2CCCC2)nc2c1c(=O)n(C)c(=O)n2C	-2%	-5%	2%	1%	-3.9	-13%	11%	-1	-1%
CC(OC(=O)COc1cccc2c1OC(C)(C)C2)C(=O)Nc1ccc(S(N)(=O)=O)cc1 (configuration not stated)	·	-3%	6%	-8%	0.6	-2%	-5%	-2	-3%
COc1cccc(C(=O)Nn2cnnc2)c1	0%	11%	2%	5%	0.9	-7%	27%	5	-11%
Oc1ccccc1Nc1ccccn1	-6%	-5%	-3%	-12%	-4.7	2%	-4%	1	6%
O=C(Nc1ccc2c3c(cccc13)CC2)c1cccc([N+](=O)[O-])c1	-11%	3%	-19%	-5%	-0.7	-1%	-3%	0	0%
CCOC(=O)C(=NC(C)(C)C)NNc1cc(Cl)ccc1Cl	-21%	-8%	-3%	7%	-3.7	8%	-6%	24	-3%
O=C(Cc1ccccc1)N/N=C/c1cc(Br)cc(Cl)c1O	12%	-7%	-32%	-17%	0.9	0%	-9%	-1	-5%
Cc1ccc(/C=C/C(=O)O)cc1S(=O)(=O)Nc1ccccc1C(=O)O	-5%	10%	2%[11.6 µM]	0%	-0.1	0%	-2%	-53*	-25%
Cc1cc(Nc2ccc(Cl)cc2)nc(N2CCOCC2)n1	18%	5%	1%	-9%	0.7	3%	5%	1	-9%
Cc1c(C(=O)NCc2ccc(Cl)c(Cl)c2)sc(=O)n1Cc1ccc(C(=O)N(C)C)cc1	44%	4%	8%[57.1 µM]	-13%	-0.5	2%	-25%	2	1%
Cc1c(NC(=O)c2cc(-n3cnnc3)ccc2Cl)cccc1-c1nc2ccccc2s1	4%	0%	-1%	·	-2.0	-10%	5%	·	-4%
NS(=O)(=O)c1ccc(NC(=S)NC(=O)c2ccco2)cc1	17%	-23%	-1%	8%	-0.2	-4%	-18%	-12	-19%
O=C(O)c1[nH]c2ccccc2c1CC(=O)N1CCOCC1	-2%	2%	3%	2%	-2.7	4%	0%	-5	3%
N#CC1(NC(=O)CN2C(=O)NC(c3ccccc3)(c3ccccc3)C2=O)CCCC1	5%	2%	9%	9%	1.0	1%[1.84 µM]	13%	0	3%
CCOC(=O)[C@H]1[C@H]2COc3ccccc3[C@@H]2N2C(=O)c3cc(C)ccc3NC(=O)[C@@]12C	22%	4%	-7%	28%	2.9	5%	-6%	2	0%
O=C(c1cnc(Cl)c(Cl)c1)N1CCN(S(=O)(=O)c2ccc(F)cc2)CC1	12%	-11%	-6%	-16%	-0.3	5%	-4%	5	-2%
O=C(NCC1CCCO1)c1nc2c(nnn2Cc2ccc(F)cc2)c(=O)[nH]1 (configuration not stated)	4%	-11%	4%	10%	3.4	-11%	6%	·	2%
COc1ccc2oc(C(=O)OCC(=O)N(Cc3ccccc3)C(C)C)c(C)c2c1	36%	18%	0%	17%	-5.9	19%	-20%	-1	-10%
COc1ccc(N)cc1-n1cnnn1	-45%	-7%	9%	2%	0.4	-1%	-2%	3	-4%
CCN1CCN(CCNC(=O)c2cc(Cl)c(NC(=O)C3=C(C)OCCS3)cc2OC)CC1	-25%	1%	4%	-8%	0.5	-10%	-9%	3	-8%
CCN1CCN(c2nc3c(C)cccn3c(=O)c2/C=C(\C#N)C(=O)NCCOC)CC1	-10%	18%	7%	-3%	1.1	-3%	-1%	-2	-6%
Cc1cc(=O)[nH]c(SCC(=O)N2CCCC2)n1	-3%	-3%	-21%	7%	1.2	-1%	-17%	0	-7%
COc1ccc(NC(=O)CSc2n[nH]c(-c3ccncc3)n2)cc1Cl	·	0%	0%	6%	0.3	-6%	-1%	-5	-2%
CCSc1nnc(NC(=O)Cc2ccccc2OC)s1	0%	7%	4%	-6%	0.2	-8%	-1%	1	-4%
CCC(C)[C@H](NC(=O)C1(c2ccccc2)CCN(C(=O)OC(C)(C)C)CC1)C(=O)N[C@@H](C(=O)O)c1ccccc1 (some centres not stated)	?	-21%	4%	-1%	0.9	1%	-2%	1	0%

Looked up above.
`COc1ccc(NC(=O)CSc2n[nH]c(-c3ccncc3)n2)cc1Cl` in aSyn yeast inh shows -6%
`Cc1cc(=O)[nH]c(SCC(=O)N2CCCC2)n1` in FUS yeast rescue shows -3%

Further entries.
SMILES	FUS yeast rescue	EPAC1 ag	WRN helicase inh	Abeta rescue	IL-2 act	aSyn yeast inh	EPAC1 antagonist	PI5P4Ka inh	PLK1 PBD block
Oc1c(/C=C/C=C/C=Nc2ccccc2)sc(=S)n1Cc1ccccc1	24%	11%	-30%	-3%	0.3	-13%	?	-79*	?
CCCOC(=O)c1ccc(S(N)(=O)=O)o1	-23%	11%	-13%	16%	-0.2	-6%	4%	-7	-6%
Cc1ccc(C2CC(c3cccs3)=NN2C(=O)CCl)cc1 (configuration not stated)	42%	9%	2%	-14%	-4.7	1%	?	-2	?
CN(CCC1CCOCC1)C(=O)CC1C(=O)NCCN1Cc1ccoc1 (configuration not stated)	0%	0%	-3%[57.1 µM]	11%	-1.4	-1%	-21%	2	8%
COCCn1c(SCC(=O)N2CCc3ccccc3C2)nc2cc(Cl)ccc2c1=O	·	8%	1%	1%	-0.4	17%	3%	1	1%
COc1ccc(OC)c(-c2cnc(OC(C)(C)C)nc2OC(C)(C)C)c1	-28%	-4%	-3%	0%	-2.9	-7%	-13%	12	-8%
